From PubChem BioAssay
HIF activator: HIF pathway transcriptional activation; U2OS HRE-luciferase reporter, luminescence; normalized: DMSO 0%, desferrioxamine 100%; activation, % at 7.5 µM (by protocol); 300,000 tested, 0.32% active;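 active means mean activation of at least 10% of the iron chelator positive control signal, with at least half of replicates also reaching 10%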
PolyA inhibitor: yeast polyadenylation inhibition | S. cerevisiae SKY197-pL101 polyadenylation reporter, beta-gal luminescence; efflux-impaired pdr1/pdr3 knockout yeast; score 100 = 6 SD above DMSO | calls only at 12 µM | 300,000 tested, 0.02% active | AID 1875;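 active means lowest replicate activity score at least 50, where 100 means six control SD above control mean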;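 further: yeast exposed to compound for 9 h at 30 °C; higher score means more reporter readthrough which indicates perturbed polyadenylation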
TRPC4 PAM: allosteric potentiators of mouse TRPC4 channel | B-score at 10 µM | 310,000 tested, 0.42% active | HEK293 TRPC4beta/mu-opioid, DAMGO EC20, Fluo-4 Ca2+ flux; hits give high values;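 active means B-score of calcium response area above 5 SD of library B-scores, with initial fluorescence ratio within 5 SD of library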;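 further: B-score of integrated fluorescence ratio over time as area under calcium response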
Target sequence (Q9QUQ5 whole entry, looked up): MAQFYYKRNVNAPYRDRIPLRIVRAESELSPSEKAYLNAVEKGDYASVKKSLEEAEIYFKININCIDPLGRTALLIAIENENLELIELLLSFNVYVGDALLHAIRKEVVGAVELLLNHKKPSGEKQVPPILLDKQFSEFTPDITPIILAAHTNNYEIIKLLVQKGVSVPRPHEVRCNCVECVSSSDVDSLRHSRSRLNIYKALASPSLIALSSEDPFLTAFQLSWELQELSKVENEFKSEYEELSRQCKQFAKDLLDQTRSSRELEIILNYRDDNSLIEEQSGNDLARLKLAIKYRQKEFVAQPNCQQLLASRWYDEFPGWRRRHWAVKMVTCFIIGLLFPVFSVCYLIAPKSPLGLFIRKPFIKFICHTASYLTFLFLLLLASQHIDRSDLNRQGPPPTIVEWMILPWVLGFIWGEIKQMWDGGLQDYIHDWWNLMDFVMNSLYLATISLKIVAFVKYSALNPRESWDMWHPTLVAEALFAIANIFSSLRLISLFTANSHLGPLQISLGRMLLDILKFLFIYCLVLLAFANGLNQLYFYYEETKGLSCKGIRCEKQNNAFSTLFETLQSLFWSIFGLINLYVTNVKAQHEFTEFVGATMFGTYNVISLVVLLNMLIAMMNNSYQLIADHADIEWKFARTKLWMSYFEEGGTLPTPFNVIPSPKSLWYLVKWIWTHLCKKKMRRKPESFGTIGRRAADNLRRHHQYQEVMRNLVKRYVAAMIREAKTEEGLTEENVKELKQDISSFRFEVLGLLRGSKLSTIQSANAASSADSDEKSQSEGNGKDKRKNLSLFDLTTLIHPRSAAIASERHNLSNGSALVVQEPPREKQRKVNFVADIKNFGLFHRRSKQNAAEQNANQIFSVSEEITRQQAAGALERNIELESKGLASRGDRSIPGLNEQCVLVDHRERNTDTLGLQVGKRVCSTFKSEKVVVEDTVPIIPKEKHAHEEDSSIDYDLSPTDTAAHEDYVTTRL
MrgX1 antag: antagonists of human MrgX1 receptor; B-score at 10 µM; MRGX1-HEK293 calcium flux, Fluo-4, BAM8-22 antagonism; hits give low values; AID 588676; Q96LB2; 310,000 tested, 1.3% active;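 active means calcium-response B-score plate-corrected more than 3 library SD below zero, starting fluorescence within 5 deviations, no agonist response on first addition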;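 further: peak minus trough fluorescence over baseline after final BAM8-22 challenge near maximal dose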
TRPC4 act: TRPC4 (mouse) channel activation; Q9QUQ5; HEK293 TRPC4beta/mu-opioid, Fluo4 calcium fluorescence; hits give high values; B-score at 10 µM; 310,000 tested, 0.49% active;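 active means B-score above 5 SD of library B-scores, and initial fluorescence ratio not above library mean plus 5 SD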;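 further: positive B-score marks a calcium rise read as TRPC4 activation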
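Technique: kinetic Fluo4 calcium fluorescence; Test system: TRPC4beta and mu-opioid receptor HEK293 stable cells; Measure: B-scored integrated calcium fluorescence ratio; Benchmarks: low control buffer alone, high control maximal DAMGO; Schedule: 45 min room-temperature Fluo4 loading, 110 s read.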
AI-2 QS modul: Vibrio harveyi AI-2 quorum sensing modulation; Vibrio harveyi JMH597 AI-2 luminescence/OD600 ratio, 9 h; hits give low values; strain lacks LuxN and CqsS sensors; 0 = neutral-control median; activity change, % at 7.5 µM; 300,000 tested, 0.4% active; in the data active means activity change below about -75%, passing the limit was not always enough;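 further: luminescence divided by OD600 gain over 9 h not by final OD600 alone; inactives centre near 13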
MrgX1 ag: human MrgX1 receptor agonism, primary screen. Q96LB2. MrgX1-HEK293 cells, Fluo-4 calcium fluorescence, agonist mode; hits give high values. 310,000 tested, 0.44% active. B-score at 10 µM. AID 588627;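 active means calcium response B-score plate-corrected fluorescence ratio at least 3 library SD, with starting fluorescence B-score inside 5 SD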
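Test system: Stable human MrgX1 HEK293 cell line | Schedule: Overnight plating before 1 h dye loading | Read-out basis: Baseline-normalised fluorescence change ratio, B-scored | Detection: Kinetic calcium dye fluorescence, Fluo-4 NW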
MrgX1 allo act: allosterically activates human MrgX1 receptor signaling | Q96LB2 | MrgX1-HEK293, Fluo-4 calcium flux, FDSS; hits give high values | B-score at 10 µM | 310,000 tested, 0.63% active;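 active means plate-corrected calcium response at least 3 library SD above typical, normal starting fluorescence, not activating the receptor alone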;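 further: compound read alongside a low EC10 to EC30 dose of BAM8-22 agonist; peak minus trough fluorescence over baseline measured at the second addition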
TRPC4 block: inhibitors of mouse TRPC4 channel. Q9QUQ5. 300,000 tested, 0.39% active. B-score at 10 µM. HEK293 TRPC4beta/mu-opioid, DAMGO-evoked Fluo4 calcium flux; hits give low values;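 active means B-score over 3 SD under the library average, no early fluorescence shift, positive overall ratio signal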
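Assay system: TRPC4beta/mu-opioid receptor HEK293 cell line; compound dosing: single concentration per test compound; detection: Fluo4 Ca2+ flux fluorescence; evaluation: per-well B score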
TRPC6 act: mouse TRPC6 channel activation. AID 2550. HEK293-TRPC6 membrane potential dye fluorescence; hits give high values. 310,000 tested, 0.13% active. B-score at 10 µM;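 active means B-score of the integrated fluorescence ratio above library mean plus 3 SD, and starting fluorescence ratio within library mean plus 5 SD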;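 further: higher score means more depolarization so channel activation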
TRPC6 inhibitor: inhibitors of mouse TRPC6 channel; 310,000 tested, 1.1% active; B-score at 10 µM; AID 2553; HEK293-TRPC6, membrane potential dye, ACh-evoked depolarization; hits give low values; Q61143;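 active means B-score under library mean minus 3 SD, initial fluorescence not abnormally high, positive integrated signal ratio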;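 further: B-score derived from integrated fluorescence ratio over the kinetic read; more negative B-score means stronger inhibition of depolarization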
* marks the source's active call; other numbers are inactive results; i = inactive; x = not tested or not shown. These rows are one share of the data; the hit share may differ from the screen's.

SMILES	HIF activator	PolyA inhibitor	TRPC4 PAM	MrgX1 antag	TRPC4 act	AI-2 QS modul	MrgX1 ag	MrgX1 allo act	TRPC4 block	TRPC6 act	TRPC6 inhibitor
CCCCC(=O)Nc1ccc(NC(=O)c2ccc([N+](=O)[O-])cc2Cl)cc1OC	0.9	i	i	i	i	3	i	i	i	i	i
O=C(NCc1cccs1)c1ccc2c(c1)ncn2C1CCCC1	-0.2	i	i	i	i	16	i	i	i	i	i
Cc1nc2scc(-c3cccs3)c2c(=O)o1	-0.4	i	i	i	i	8	i	i	i	i	i
O=C(c1ccc(Cl)cc1)N(Cc1ccccc1F)N1C(=O)CCCC1=O	-0.3	i	i	i	i	1	i	i	i	i	i
Cc1cc(-c2nnc(CCC(=O)NCC(C)c3ccccc3)o2)no1 (stereo not drawn)	0.8	i	i	i	i	33	i	i	i	i	i
Cc1ccc(CCc2nnc(SCC(=O)Nc3cccc(Cl)c3)n2-c2ccccc2)o1	-0.5	i	i	i	i	14	i	i	i	i	i
Cc1nn(C)c(C(=O)N/N=C/c2cc3c(cc2Br)OCO3)c1Br	-0.2	i	i	i	i	12	i	i	i	i	i
CC1CN(C(=O)c2ccccc2)OC(c2ccc3c(c2)OCO3)O1 (stereo not drawn)	-0.5	i	i	i	i	-14	i	i	i	i	i
O=C(Cc1ccccc1)NNC(=O)c1cccs1	0.8	i	i	i	i	9	i	i	i	i	i
COc1cc(OC)cc(C(=O)NN(CCC#N)C2=NS(=O)(=O)c3ccccc32)c1	0.0	i	i	i	i	10	i	i	i	i	i
Cc1cc(SCNC(=O)c2ccccc2)ncn1	-0.2	i	i	i	i	8	i	i	i	i	i
O=C(O)CCCn1cc(NC(=O)COc2cc(F)ccc2[N+](=O)[O-])cn1	-0.8	i	i	i	i	11	i	i	i	i	i
COc1ccc(CCNC(=O)C2(C)CCC(=O)N2Cc2ccc3c(c2)OCO3)cc1OC (stereo not drawn)	0.0	i	i	i	i	25	i	i	i	i	i
Cc1ccc(N2CCN(/N=C/C=C/c3ccccc3)CC2)cc1	-0.3	i	i	i	i	23	i	i	i	i	i
O=S(=O)(c1ccccc1)N1CCC(O)(CSc2ccc(F)cc2)CC1	0.1	i	i	i	i	2	i	i	i	i	i
c1ccc2nc3[nH]cnc3nc2c1	0.4	i	i	i	i	2	i	i	i	i	i
CCN(CC)S(=O)(=O)c1cccc(C(=O)Nc2cc3oc4ccccc4c3cc2OC)c1	1.5	i	i	i	i	18	i	i	i	i	i
CNC(=S)N/N=C/c1cc(Br)c(OCc2ccncc2)c(OC)c1	0.6	i	i	i	i	2	i	i	i	i	i
C=C(C)COc1ccc(-c2n[nH]c(C)c2Oc2ccccc2OC)c(O)c1	-0.1	i	i	i	i	32	i	i	i	i	i
CCn1c(C(=O)O)c(CC(=O)N(C)c2ccc(OC)cc2OC)c2ccccc21	-0.8	i	i	i	i	24	i	i	i	i	i
COc1ccccc1NC(=O)COc1cc(C)nc(C(C)C)n1	x	i	i	-5.4*	i	21	i	i	i	i	i
CC(C)(C)NC(=O)NC(=O)COC(=O)C1=COCCO1	-4.0	i	i	i	i	25	i	i	i	i	i
CCN(CC)CCOC(=O)c1cccc(Br)c1	-0.2	i	27*	i	i	4	i	i	i	i	i
Cc1cccn2c(CNCCCOc3cccnc3)c(C(=O)N3CCOCC3)nc12	-0.7	i	i	i	i	15	i	i	i	i	i
O=[N+]([O-])c1ccc(S(=O)(=O)CC(CN2CCOCC2)N2CCOCC2)cc1 (stereo not drawn)	-1.2	i	i	i	i	30	i	i	i	i	i

Arranged by count of non-hydrogen atoms (smallest number first): part of the list above.
SMILES	HIF activator	PolyA inhibitor	TRPC4 PAM	MrgX1 antag	TRPC4 act	AI-2 QS modul	MrgX1 ag	MrgX1 allo act	TRPC4 block	TRPC6 act	TRPC6 inhibitor
c1ccc2nc3[nH]cnc3nc2c1	0.4	i	i	i	i	2	i	i	i	i	i
CCN(CC)CCOC(=O)c1cccc(Br)c1	-0.2	i	27*	i	i	4	i	i	i	i	i
O=S(=O)(c1ccccc1)N1CCC(O)(CSc2ccc(F)cc2)CC1	0.1	i	i	i	i	2	i	i	i	i	i

Following part.
SMILES	HIF activator	PolyA inhibitor	TRPC4 PAM	MrgX1 antag	TRPC4 act	AI-2 QS modul	MrgX1 ag	MrgX1 allo act	TRPC4 block	TRPC6 act	TRPC6 inhibitor
Clc1ccc(-c2nc(N3CCOCC3)nc3ccccc23)cc1	-1.2	i	i	i	i	1	i	i	i	i	i
Cc1csc(NC(=O)c2ccccc2C(=O)O)n1	-0.8	i	i	i	i	6	i	i	i	i	i
CCCCCCCCCCSc1n[nH]c(N)n1	-0.3	i	i	i	i	-51	i	i	i	i	i
CC(NC(=O)c1ccccc1)C(=O)N/N=C/c1cccc([N+](=O)[O-])c1 (stereo not drawn)	0.1	i	i	i	i	16	i	i	i	i	i
CCCCc1ccc(/C=C2/C(=O)ON=C2c2ccccc2)s1	-0.2	i	i	i	i	19	i	i	i	i	i
Cc1c(-c2csc(N)n2)c2ccccc2n1C	0.8	i	i	i	i	37	i	i	i	i	i
Clc1ccc(-c2noc(/C=C/c3ccccc3)n2)cc1	2.3	i	i	i	i	26	i	i	i	i	i
O=S1(=O)N=C(N(CCO)/N=C/C=C/c2ccccc2)c2ccccc21	0.1	i	i	i	i	11	i	i	i	i	i
C=CCN1C(=O)C2C3C=CC(C2C1=O)C1C2C(=O)N(CC=C)C(=O)C2C31 (stereo not drawn)	0.8	i	i	i	i	4	i	i	i	i	i
CCN(C(=O)c1cnc(OC)cc1C(F)(F)F)c1ccc(Cl)cc1Cl	0.6	i	i	i	i	3	i	i	i	i	i
COCCn1c(=NC(=O)c2ccco2)sc2cc(C(=O)OC)ccc21	0.1	i	i	i	i	9	i	i	i	i	i
COc1ccccc1N(/N=C1\Sc2ccccc2C1=O)C(C)=O	-3.1	i	i	i	i	12	i	i	i	i	i
CCCCC(=O)N1C/C=C\C(c2ccc(OC)cc2)N(Cc2ccc(F)cc2)C(=O)[C@H]1Cc1ccccc1 (stereo partly drawn)	-0.4	i	i	i	i	17	i	i	i	i	i
COc1cccc(-n2c(SCC(=O)Nc3ccc4c(c3)CCC4)nc3ccccc3c2=O)c1	-0.5	i	i	i	i	-4	i	i	i	i	i
O=C(NCc1ccccc1)NC1CCCCC1	1.5	i	i	i	i	-70	i	i	i	i	i
O=C(O)CC1(CC(=O)Nc2ccc3ccccc3c2)CCCCC1	1.0	i	i	i	i	13	i	i	i	i	i
c1ccc(C(Cc2nc(-c3ccncc3)no2)c2ccccc2)cc1	0.5	i	i	i	i	12	i	i	i	i	i
COc1ccc(CCC(=O)OCC(=O)Nc2ccc3[nH]c(=O)[nH]c3c2)cc1	2.1	i	i	i	i	28	i	i	i	i	i
COc1ccc(C)cc1N(CC(=O)N1CCCC1)S(C)(=O)=O	0.7	i	i	i	i	5	i	i	i	i	i
COc1ccc(CCNC(=O)CCn2c(=O)c3cccn3c3cccnc32)cc1OC	1.2	i	i	i	i	25	i	i	i	i	i
COc1ccc(-n2c(C)c(C(C)=O)c3cc(O)ccc32)cc1	4.4	i	i	x	i	14	x	x	i	i	i
CCOC(=O)N1CCC(N(CCN(C)C)C(=S)Nc2cccc(Cl)c2)CC1	-0.4	i	i	i	i	16	i	i	i	i	i
CCCc1cc(=O)oc2cc(OCC(=O)NCCc3c[nH]c4ccccc34)ccc12	-0.1	i	i	i	i	16	i	i	i	i	i
COC(=O)c1sc2nc(SCc3cccc(Cl)c3)n(N)c(=O)c2c1C	-0.3	i	i	i	i	16	i	i	i	i	i
COc1ccc(N2C(=O)CSC23C(=O)Nc2ccccc23)cc1OC (stereo not drawn)	-0.1	i	i	i	i	22	i	i	i	i	i
SMILES	HIF activator	PolyA inhibitor	TRPC4 PAM	MrgX1 antag	TRPC4 act	AI-2 QS modul	MrgX1 ag	MrgX1 allo act	TRPC4 block	TRPC6 act	TRPC6 inhibitor
CC1CCN(C(=S)NC(=O)c2ccc(C(C)(C)C)cc2)CC1	-17	i	i	x	i	25	x	x	i	i	i
CCOC(=O)CSCC(=O)N1CCC(Cc2ccccc2)CC1	-0.6	i	i	i	i	24	i	i	i	i	i
Cc1noc(C)c1CSCC(=O)Oc1ccc(N(C)S(=O)(=O)c2ccc(Cl)cc2)cc1	-11	i	i	i	i	29	i	i	i	i	i
OC(COC(c1ccccc1)c1ccccc1)CN1CCN(c2ccccn2)CC1 (stereo not drawn)	-0.2	i	i	i	i	11	i	i	i	i	i
Cc1cc(C)c2oc(C(=O)Nc3ccc(S(=O)(=O)Nc4nccc(C)n4)cc3)cc(=O)c2c1	0.3	i	i	i	i	-3	i	i	i	i	i
COC(=O)n1c(=O)oc2cc(S(=O)(=O)N3CCCCC3)ccc21	-0.1	i	i	i	i	33	i	i	x	i	i
COC(=O)c1cc(S(=O)(=O)N2CCN(c3cccc(C)c3C)CC2)c[nH]1	-0.2	i	i	i	i	22	i	i	i	i	i
O=C(COc1ccc(S(=O)(=O)N2CCOCC2)cc1)Nc1ccccc1F	0.0	i	i	i	i	3	i	i	i	i	i
CCc1noc(C)c1C(=O)N1CCCC(N2CCN(c3cccc(Cl)c3)CC2)C1 (stereo not drawn)	1.4	i	i	i	i	13	i	i	i	i	i
O=C(Nc1ccccc1Cl)c1cc[n+](Cc2ccc([N+](=O)[O-])cc2)cc1	-0.6	i	i	i	i	10	i	i	i	i	i
COc1ccc2[nH]cc(CCNC(=O)C3CCCO3)c2c1 (stereo not drawn)	0.0	i	i	i	i	14	i	i	i	i	i
COc1cccc2c(=O)cc(C)n(CC(=O)Nc3ccc(C)c(C)c3)c12	-1.4	i	i	i	i	43	i	i	i	i	i
Cc1[nH]n(C(C)(C)C)c(=O)c1Sc1ccccc1	-0.4	i	i	i	i	9	i	i	i	i	i
Cc1nnc(-c2ccccc2)[nH]c1=O	0.2	i	i	i	i	9	i	i	i	i	i
CCCOC(=O)Cn1cnc2scc(-c3ccc(C)cc3)c2c1=O	0.5	i	i	i	i	13	i	i	i	i	i
Cn1cc(S(=O)(=O)Nc2ccc3c(c2)OCCO3)cn1	-0.6	i	i	i	i	21	i	i	i	i	i
NC(=O)c1oc2ccccc2c1NC(=O)CN1CCCCC1	-0.6	i	i	i	i	11	i	9.1*	i	i	i
CCOc1ccc(CCNC(=O)C2CCN(S(=O)(=O)N3CC(C)CC(C)C3)CC2)cc1OCC (stereo not drawn)	0.5	i	i	i	i	27	i	i	i	i	i
